Compound activity (PubChem BioAssay)
HCV inh = qHTS Assay for Inhibitors of Hepatitis C Virus (HCV); 3.4% of 340,000 active; Potency, µM (titrated, usually from 41.8 µM), inactives show at the top dose activity change, negative = inhibition, usual class: inhibitors; AID 651820, 2012; Huh7.5.1 HCVcc-Cre infection, luciferase reporter, 44 h; note: potency is the fitted concentration of half-maximal effect
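1,000 cells/well; 4 h culture; + compound; + HCVcc-Cre (~0.5 moi); 44 h; luciferase substrate, RT 15 min; read 15 sec.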
HCMV antiviral = qHTS Assay for inhibitors of the human cytomegalovirus (HCMV); HFF cells, HCMV-luciferase reporter, 72 h; stronger effect = lower value; activity change, negative = inhibition, % at 57.5 µM; 4.5% of 410,000 active; in the data active = activity change below about -60%; inconclusive = no clear call, values can overlap the other calls; inactive = above about -39%
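Two-dose cell screen: HFF monolayers treated with compounds and infected with luciferase-expressing HCMV at 1 PFU/cell, 72 h at 37C, then lysed for luciferase measurement.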
AmpC inh detg = qHTS Inhibitors of AmpC Beta-Lactamase (assay with detergent) | P00811 | AmpC hydrolysis of nitrocefin, absorbance 480 nm, 0.01% Triton | Potency, µM (titrated, usually from 114 µM), for inactives: at the top dose activity change, negative = inhibition, usual class: inhibitors | 0.041% of 370,000 active;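 note: potency is the fitted concentration of half-maximal effect; 0% = no-compound wells and -100% = no-enzyme wells; nearly all actives have a fitted effect of over 25% in size; some results filed as inactive show a strong effect at the top dose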
Target sequence (P00811 whole entry, looked up): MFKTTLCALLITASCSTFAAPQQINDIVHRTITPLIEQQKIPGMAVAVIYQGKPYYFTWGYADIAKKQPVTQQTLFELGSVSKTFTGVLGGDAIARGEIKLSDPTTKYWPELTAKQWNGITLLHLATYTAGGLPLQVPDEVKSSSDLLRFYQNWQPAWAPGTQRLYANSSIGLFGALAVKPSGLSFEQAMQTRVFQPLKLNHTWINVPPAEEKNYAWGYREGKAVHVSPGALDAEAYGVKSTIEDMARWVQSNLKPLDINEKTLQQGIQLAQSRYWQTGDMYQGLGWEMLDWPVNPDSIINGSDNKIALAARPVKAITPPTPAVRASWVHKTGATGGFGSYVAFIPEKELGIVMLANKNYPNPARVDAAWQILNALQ
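20 mM phosphate pH 7.0 + 0.01% (detergent screen) or 0.0001% Triton X-100; 5.3 nM AmpC reagent; cpd preinc 15 min RT; nitrocefin (800 uM stock) to start; A480 q20 s × 4 min; Activity was normalised to no-enzyme and no-compound control wells.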
AMA1 RON2 block = qHTS for Inhibitors of AMA1-RON; Towards Development of Antimalarial Drug Lead: Primary Screen; Plasmodium falciparum AMA1 (3D7) - RON2 peptide interaction; AlphaScreen AMA1-biotinylated RON2 peptide binding; Potency, µM (highest dose often 58.2 µM), for the others: at the highest dose activity change, negative = inhibition, most hits filed as inhibitors; 0.2% of 360,000 active;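 note: potency is the fitted concentration of half-maximal effect; 0% = vehicle wells and -100% = peptide control; nearly all actives have a fitted effect of over 45% in size; some results filed as inactive show a strong effect at the top dose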
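AMA1 (3D7) with his tag at 25 nM final met compounds first, then biotinylated RON2 peptide at 25 nM; detection used donor plus acceptor beads, 10 µg/mL apiece, read by AlphaScreen after 30 min at room temperature.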
AmpC no deterg = qHTS Inhibitors of AmpC Beta-Lactamase (assay without detergent) | AmpC nitrocefin hydrolysis, absorbance 480 nm, 0.0001% Triton | AID 485341, 2010 | P00811 | Potency, µM (titrated, usually from 57.1 µM), inactives show top-dose activity change, negative = inhibition, usual class: inhibitors | 0.52% of 330,000 active;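 note: potency is the fitted concentration of half-maximal effect; plate controls were no compound for no effect and no enzyme for full effect; nearly all actives have a fitted effect of over 20% in size; some results filed as inactive show a strong effect at the top dose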
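AmpC (5.3 nM in the dispensed reagent) in 20 mM phosphate pH 7.0 with 0.01% (detergent screen) or 0.0001% Triton X-100 was preincubated with compounds for 15 min at room temperature. Nitrocefin was then added from an 800 uM solution, and hydrolysis was followed at 480 nm.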
LmPK inh = qHTS Assay for Inhibitors of Leishmania Mexicana Pyruvate Kinase (LmPK); Q27686; 0.37% of 290,000 active; AID 1721, 2009; Potency, µM (highest dose often 57.5 µM), without a hit: top-dose activity change, negative = inhibition, most hits filed as inhibitors; purified LmPK, Kinase-Glo ATP luminescence, 1 h; note: potency is the fitted concentration of half-maximal effect
Target sequence (Q27686 whole entry, looked up): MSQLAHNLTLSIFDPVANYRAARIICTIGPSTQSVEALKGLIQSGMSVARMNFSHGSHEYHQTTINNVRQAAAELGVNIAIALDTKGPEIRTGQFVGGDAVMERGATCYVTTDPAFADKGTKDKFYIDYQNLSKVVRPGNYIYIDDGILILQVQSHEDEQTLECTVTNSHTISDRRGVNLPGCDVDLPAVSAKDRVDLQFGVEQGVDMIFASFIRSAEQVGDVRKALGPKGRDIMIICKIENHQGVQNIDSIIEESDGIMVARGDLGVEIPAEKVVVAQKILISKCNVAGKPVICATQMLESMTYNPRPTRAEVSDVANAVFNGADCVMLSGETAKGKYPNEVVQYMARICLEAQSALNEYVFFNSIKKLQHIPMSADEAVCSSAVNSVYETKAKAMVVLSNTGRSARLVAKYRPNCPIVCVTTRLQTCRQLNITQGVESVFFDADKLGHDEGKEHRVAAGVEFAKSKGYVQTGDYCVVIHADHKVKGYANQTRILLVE
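Purified LmPK (0.1 nM) converted ADP (0.1 mM) to ATP with PEP (0.5 mM) in imidazole buffer pH 7.2 with KCl and MgCl2, 1 h at room temperature. ATP was read by Kinase-Glo luminescence; data normalized to uninhibited and no-enzyme controls.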
Tb PYK inh = qHTS of Trypanosoma Brucei Inhibitors. Potency, µM (highest dose often 76.8 µM), inactives show at the highest dose activity, negative = inhibition, hits mostly inhibitors. AID 624173, 2012. pyruvate kinase (Trypanosoma brucei), Q57TT1. TbPYK enzyme, Kinase-Glo Plus ATP luminescence, 45 min. 0.12% of 410,000 active; note: potency is the fitted concentration of half-maximal effect; nearly all actives have a fitted effect of over 50% in size
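Glycolytic pyruvate kinase of T. brucei was incubated with substrate, test compound and 130 uM ADP for 45 minutes at room temperature. Luminescent Kinase-Glo Plus signal was measured after 10 minutes.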
An asterisk follows results filed as active; ? = inconclusive; / = no result given; & = joins results of further samples; [ ] = dose if it differs, or a comment. Unless noted, calls come from the whole dose curve; as a rule, active = well fitted curve in the direction sought with a large enough effect; inconclusive = small, poorly fitted or top-dose-only effect, or another doubt; inactive = no such curve, though single readings can be large; an effect the other way counts as inactive or inconclusive. Unless noted, % is set by controls: 0 for no effect and ±100 for the full control effect.

SMILES	HCV inh	HCMV antiviral	AmpC inh detg	AMA1 RON2 block	AmpC no deterg	LmPK inh	Tb PYK inh
CCCc1nc2cc(Cl)c([N+](=O)[O-])cc2o1	7%	-36	-4%	-10%	2%	7%	0%
CCN1CCN(C(=O)C2CCN(C(=O)Nc3ccccc3)CC2)CC1	10%	-3	9%	-3%	-21%	/	7%
O=C(N/N=C/c1c(O)ccc2ccccc12)c1ccc(Br)o1	3.5µM*	-99*	?	6%	-45%	0%	-2%
O=C(CSc1nccn1-c1cccc(Cl)c1)NO	1%	0	1%	67%[activator]	-16%	4%[11.5 µM]	7%
C/C=C/C(=O)OCC(=O)Nc1ccc(OC)c(Cl)c1	19%	-6	-3%	17%	-15%	-2%	-4%
O=C(O)COc1ccccc1/C=N/NC(=O)CSc1nnc(SCc2ccccc2)s1	9%	-5	4%	67%[activator]	-20%	1%	-7%
NC(=O)c1c[nH]c2ccccc12	18%	18	?	6%	-3%	4%	-9%
O=C(Nc1cccc(C(=O)NC2CCCC2)c1)c1ccccc1	?	-23	?	5%	-21%	8%	-3%
CC(NC(=O)COC(=O)c1ccc2c(c1)OCO2)c1ccccc1 (stereo not drawn)	10%	-24	-9%	-16%	-20%	7%	-4%
CCC/C(=N\NC(=O)c1csc(C)c1C)c1cccs1	?	24	-8%	42%[activator]	-17%	7%	-3%
Cn1c(=O)c2cc(NC(=O)NCCc3ccccc3)ccc2n1Cc1ccccc1	/	-18	/	-6%	/	/	0%
CCSc1nnc(CNc2ccc(C)cc2)n1C	-6%	16	-1%	8%	-11%	2%	-13%
Cc1nn(C(=O)c2cccc([N+](=O)[O-])c2)c(C)c1Sc1ccccc1	1%	-18	?	-8%	-18%	-1%	-6%
CC(C)(C)CC(=O)N1CCN(c2ccc(S(=O)(=O)N3CCOCC3)cc2[N+](=O)[O-])CC1	-3%	0	-6%	-1%	122%[activator]	/	-8%
Cc1cnc(C(=O)OCC(=O)c2ccc(F)cc2)cn1	15%	?	-2%	1%	-14%	-6%	1%
Cc1cc(C)n2nc(SCC(=O)c3c(N)n(CC(C)C)c(=O)n(C)c3=O)nc2n1	-1%	-29	7%	3%	-18%	-2%	-5%
CCC(C)[C@H](NC(=O)OC(C)(C)C)C(=O)N/N=C/c1ccc2nccnc2c1 (stereo partly drawn)	6%	3	1%	-1%	0%	0%	-16%
COc1ccc(-n2c(COc3ccc(C)cc3)n[nH]c2=S)cc1	1%	-18	-6%	70%[activator]	-28%	-12%	?
O=C(NCc1ccccc1)c1ccc2c(c1)N(Cc1cccc(Cl)c1)C(=O)c1ccccc1S2(=O)=O	/	-22	7%	/	/	/	2%
O=C(CCNC(=O)Cn1cnc2ccccc2c1=O)NCCC1=CCCCC1	-7%&-4%	8	-6%	-10%	-5%	-1%	-9%
O=C(O)c1ccc(COCC(F)(F)F)cc1	15%	49	-10%	0%	-6%	-7%	3%
CC(CCCCCCCCC(=O)O)N(CCO)C(=O)OC(C)(C)C (stereo not drawn)	6%	-17	-4%	3%	11%	/	2%
Cc1cccc(NS(=O)(=O)c2ccc(C(C)(C)C)cc2)n1	6%	-1	-10%	0%	-6%	14%	-6%
CN(Cc1ccccc1NC(=O)c1ccc(S(=O)(=O)N(C)C)cc1)C1CCCCC1	/	/	-7%	/	26%	1%	/
CN(C)S(=O)(=O)c1cccc(NC(=S)N2CCc3ccccc32)c1	?	-32	?	0%	-30%	3%	-2%
COc1ccccc1C(CNc1nc(C(F)(F)F)nc2ccccc12)N(C)C (stereo not drawn)	-5%	-12	1%	2%	6%	1%	2%
CC(C)(C)OC(=O)C[C@H]1C/C=C\C[C@@H](CC(=O)N[C@@H](CO)Cc2ccccc2)C(=O)NC[C@H](c2ccccc2)OC1=O	10%	-5	/	18%	104%[activator]	/	3%
COc1ccc(N2CCN(c3nc(C)c(C)c(=O)[nH]3)CC2)cc1	21%	35	-19%	-2%	-26%	-1%	5%
CCN1CCN(C(=S)NCC(C)C)CC1	17%	50	?	-1%	-4%	-6%	-1%
Cc1cc(Cl)ccc1Oc1nc(-c2ccc(F)cc2)ccc1C#N	-22%	-35	2%	0%	-17%	2%	5%
Cc1ccc2ccc(C)[n+](CCCS(=O)(=O)[O-])c2c1	0%	-24	0%	-3%	-10%	0%	-2%
CC(C)Cc1nc2ccccc2[nH]1	12%	8	-5%	-11%	-2%	-4%	2%
COc1ccccc1NNC(=O)c1cccnc1Oc1ccccc1	14%	30	8%	-7%	1%	3%	-8%
CCN(Cc1ccccc1)C(=O)C1CCC(CNS(=O)(=O)c2ccc3c(c2)CCCC(=O)N3)CC1 (stereo not drawn)	/	-8	2%	/	/	/	-3%
COc1ccc(Nc2cc(C(=O)NC3CCCC3)c3ccccc3n2)c(OC)c1	?	4&10	-12%&0%	7%	2%	11%	-1%&-1%
COc1cc(C(=O)N2CCN(C3CCC(C)CC3)CC2)cc(OC)c1OC (stereo not drawn)	-3%	1	?	-13%	30%	-1%	1%
CCN1CCCC1CNc1ncnc2c1[nH]c1ccc(Cl)cc12 (stereo not drawn)	?	18	-9%	-3%	2%	-6%	-6%
CC1(C)OC(=O)N(Cc2ccco2)C1(C)O (stereo not drawn)	-3%	1	-6%	20%	-4%	0%	2%
O=c1c2cn[nH]c2nc(SCc2cccc(Br)c2)n1-c1ccc(Cl)cc1	/	8	-6%	/	/	/	1%
COc1ccc(CC(=O)NCC(=O)NC(Cc2ccccc2)C(=O)O)cc1 (stereo not drawn)	34%[activator]	-2	-5%	9%	-7%	1%	-3%
O=C(OCCOc1ccccc1Cl)c1cc(S(=O)(=O)N2CCCCC2)ccc1N1CCOCC1	2.5µM*	-70*	/	-11%	/	/	13%
O=c1cc(SCc2ccc(Cl)cc2Cl)nc[nH]1	6%	-7	/	2%	/	/	-6%
COC(=O)c1ccc(NS(=O)(=O)c2ccc(Cl)cc2)o1	11%	36	3%	-4%	-28%	19%	1%
COCCCNC(=O)c1ccc(Cn2c(=O)c3ccccc3n(CC(=O)NCc3ccco3)c2=O)cc1	?	-19	5%	-9%	34%	1%	-3%
Cc1c(C(=O)Nc2ccc(Br)cc2F)sc2ncnc(N(C)C3CCCCC3)c12	/	-11	4%	/	/	/	5%

Given with bars between the fields: entries from further up
compound | HCV inh | HCMV antiviral | AmpC inh detg | AMA1 RON2 block | AmpC no deterg | LmPK inh | Tb PYK inh
COc1ccccc1NNC(=O)c1cccnc1Oc1ccccc1 | 14% | 30 | 8% | -7% | 1% | 3% | -8%
CCN(Cc1ccccc1)C(=O)C1CCC(CNS(=O)(=O)c2ccc3c(c2)CCCC(=O)N3)CC1 (stereo not drawn) | / | -8 | 2% | / | / | / | -3%
COc1ccc(Nc2cc(C(=O)NC3CCCC3)c3ccccc3n2)c(OC)c1 | ? | 4&10 | -12%&0% | 7% | 2% | 11% | -1%&-1%
COc1cc(C(=O)N2CCN(C3CCC(C)CC3)CC2)cc(OC)c1OC (stereo not drawn) | -3% | 1 | ? | -13% | 30% | -1% | 1%
CCN1CCCC1CNc1ncnc2c1[nH]c1ccc(Cl)cc12 (stereo not drawn) | ? | 18 | -9% | -3% | 2% | -6% | -6%
CC1(C)OC(=O)N(Cc2ccco2)C1(C)O (stereo not drawn) | -3% | 1 | -6% | 20% | -4% | 0% | 2%
O=c1c2cn[nH]c2nc(SCc2cccc(Br)c2)n1-c1ccc(Cl)cc1 | / | 8 | -6% | / | / | / | 1%
COc1ccc(CC(=O)NCC(=O)NC(Cc2ccccc2)C(=O)O)cc1 (stereo not drawn) | 34%[activator] | -2 | -5% | 9% | -7% | 1% | -3%
O=C(OCCOc1ccccc1Cl)c1cc(S(=O)(=O)N2CCCCC2)ccc1N1CCOCC1 | 2.5µM* | -70* | / | -11% | / | / | 13%
O=c1cc(SCc2ccc(Cl)cc2Cl)nc[nH]1 | 6% | -7 | / | 2% | / | / | -6%
COC(=O)c1ccc(NS(=O)(=O)c2ccc(Cl)cc2)o1 | 11% | 36 | 3% | -4% | -28% | 19% | 1%
COCCCNC(=O)c1ccc(Cn2c(=O)c3ccccc3n(CC(=O)NCc3ccco3)c2=O)cc1 | ? | -19 | 5% | -9% | 34% | 1% | -3%
Cc1c(C(=O)Nc2ccc(Br)cc2F)sc2ncnc(N(C)C3CCCCC3)c12 | / | -11 | 4% | / | / | / | 5%

Other structures follow:
SMILES	HCV inh	HCMV antiviral	AmpC inh detg	AMA1 RON2 block	AmpC no deterg	LmPK inh	Tb PYK inh
O=C(COC(=O)Cc1ccc(Br)cc1)NC1CCCCC1	9%	39	2%	-2%	-2%	1%	-2%
Cc1ccc(Cl)cc1-n1nnc(-c2nc(-c3ccc4c(c3)OCO4)no2)c1C	/	43	5%	/	/	/	-2%
O=C(COc1ccccc1)N(Cc1cc2ccccc2[nH]c1=O)CC1CCCO1 (stereo not drawn)	-14%	25	7%	-2%	-10%	4%	-15%
Cc1cccn2cc(-c3cccc(S(=O)(=O)N4CCOCC4)c3)nc12	?	-20	-3%	-3%	12%	3%	1%
CC(=O)NC(NC(C)=O)c1cccc(OCc2ccccc2)c1	4%	-68*	-9%	2%	-18%	1%	-7%
O=C(OCC#CCSc1nc2ccccc2o1)c1cc2ccccc2o1	-1%	90	2%	56%[activator]	-26%	3%	3%
CC(C)CNC(=O)C1Nc2ccccc2C2C=CCC12 (stereo not drawn)	?	-18	/	47%[activator]	/	/	?
NC(=O)c1nc(C(=O)N2CCN(c3ccccc3)CC2)c2ccccc2n1	18%	5	-7%	15%	-7%	/	3%
Cc1ccc(S(=O)(=O)C/N=C(/NC(=S)N(c2ccccc2)c2ccccc2)c2ccccc2)cc1	-24%	48	4%	11%	-43%	-12%	-26%
CNC(=O)COc1ccccc1C(=O)Nc1ccc2c(c1)oc1ccccc12	?	-69*	-10%	-4%	-26%	11%	7%
COc1cccc(CNC(=O)Nc2ccc3c(c2)N(C)C(=O)c2ccccc2S3)c1	/	?	15%	/	/	/	4%
O=c1c2ccccc2nc(/C=C/c2cc(Br)ccc2O)n1CCO	14µM*	-98*	/	8%	/	/	0%
CCc1nc2c(OCc3ccc(C(F)(F)F)cc3)cccn2c1N(C)C(=O)CC(C)C	/	11	/	-10%	/	/	-2%
